Bcl-W Bim block: inhibitors of Bim-Bcl-W interaction, human | inhibition, % at 10 µM | AID 952 | bead-based flow cytometry, Bim peptide-Bcl-W binding | Q92843 | 190,000 compounds, 0.02% hits;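 note: 0% = bound tracer without compound and 100% = peptide blocker; higher means less fluorescent Bim peptide bound to Bcl-W beads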
Target sequence (Q92843 whole entry, looked up): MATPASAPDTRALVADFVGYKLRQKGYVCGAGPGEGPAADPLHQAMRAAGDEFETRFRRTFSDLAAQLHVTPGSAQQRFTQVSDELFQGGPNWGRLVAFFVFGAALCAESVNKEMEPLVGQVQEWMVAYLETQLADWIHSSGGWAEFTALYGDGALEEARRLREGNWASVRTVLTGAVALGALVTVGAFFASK
Mcl1-Bid inh: Mcl-1/Bid interaction inhibition. 220,000 compounds, 0.97% hits. TR-FRET Mcl-1/Bid-Dy647 peptide binding, 1536-well. inhibition, % at 21.7 µM. AID 1021. Q07820;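 active = compounds that cut the binding signal by more than half at the single screening dose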;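 note: His-tagged Mcl-1 with europium anti-His antibody binding Bid BH3 peptide; 0% = Mcl-1 plus peptide wells and 100% = peptide-only wells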
Target sequence (Q07820 whole entry, looked up): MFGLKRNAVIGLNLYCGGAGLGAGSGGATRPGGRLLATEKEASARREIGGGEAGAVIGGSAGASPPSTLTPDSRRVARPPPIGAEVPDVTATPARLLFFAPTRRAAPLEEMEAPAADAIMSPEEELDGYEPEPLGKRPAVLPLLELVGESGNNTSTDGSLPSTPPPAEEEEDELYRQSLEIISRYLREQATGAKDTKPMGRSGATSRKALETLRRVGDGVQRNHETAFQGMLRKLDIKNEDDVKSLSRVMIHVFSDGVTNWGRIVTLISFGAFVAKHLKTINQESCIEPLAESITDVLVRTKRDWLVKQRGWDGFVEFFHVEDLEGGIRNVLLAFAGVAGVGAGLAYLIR
Mcl1 Noxa PPI: disrupts binding of human Mcl-1 to Noxa peptide; Q07820; TR-FRET Mcl-1/Noxa peptide binding, 2 h; inhibition, % at 21.7 µM; 220,000 compounds, 1.5% hits;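 active = compounds that cut the protein-peptide binding signal by more than 50% relative to plate controls in a single-dose test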;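 note: His-tagged Mcl-1 with rhodamine Noxa BH3 peptide and terbium anti-His antibody; 0% = Mcl-1 plus Noxa peptide wells and 100% = peptide-only wells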
RGS4-Gao reg: modulates binding of RGS4 to human Galphao | binding response (% of control), % at 10 µM | 220,000 compounds, 0.33% hits | P09471 | AID 1415 | Multiplexed bead flow cytometry; actives lie on both sides; in the data active = binding response below about 49% or above about 150%; inactive = in between;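 note: fluorescent Galphao activated with aluminum fluoride binding bead-coupled RGS4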
RGS8-Gao: human RGS8-Galphao interaction regulation. P09471. multiplexed bead flow cytometry, RGS8-Galphao binding; actives lie on both sides. response (percent of control binding), % at 10 µM. 220,000 compounds, 0.34% hits; in the data active = response below about 60% or above about 140%; inactive = in between;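 note: Galphao activated as the GDP aluminium fluoride complex binding bead-coupled RGS8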
Bcl-B Bim block: inhibitors of Bim-Bcl-B interaction, human; Q9HD36; bead-based flow cytometry, Bim peptide-Bcl-B binding; inhibition, % at 10 µM; 190,000 compounds, 0.073% hits;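 note: 0% = tracer peptide without compound and 100% = reference inhibitor peptide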
Target sequence (Q9HD36 whole entry, looked up): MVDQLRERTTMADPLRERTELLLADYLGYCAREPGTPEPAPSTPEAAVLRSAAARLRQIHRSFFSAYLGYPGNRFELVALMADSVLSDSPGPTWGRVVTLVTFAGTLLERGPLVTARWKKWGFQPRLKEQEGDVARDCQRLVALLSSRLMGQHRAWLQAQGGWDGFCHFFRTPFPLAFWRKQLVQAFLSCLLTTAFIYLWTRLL
Bfl-1 Bim block: disrupts Bim binding to human Bfl-1 | Bead-based flow cytometry, Bim-Bfl-1 binding inhibition | 190,000 compounds, 0.12% hits | inhibition, % at 10 µM | Q16548;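 note: 0% = wells without compound plus tracer and 100% = blocker peptide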
RGS7-Gao: modulates binding of RGS7 to human Galphao. Multiplexed bead flow cytometry; actives lie on both sides. binding response (% of control), % at 10 µM. 220,000 compounds, 0.35% hits; in the data active = binding response below about 49% or above about 150%; inconclusive = no clear call, values can overlap the other calls; inactive = in between;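 note: fluorescent Galphao held in activated GDP-AlF4 state binding bead-coupled RGS7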
Bcl-XL Bim block: inhibitors of Bim-Bcl-XL interaction, human. Q07817. Bim peptide-Bcl-XL binding, bead flow cytometry, fluorescence. inhibition, % at 10 µM. 190,000 compounds, 0.04% hits
Target sequence (Q07817 whole entry, looked up): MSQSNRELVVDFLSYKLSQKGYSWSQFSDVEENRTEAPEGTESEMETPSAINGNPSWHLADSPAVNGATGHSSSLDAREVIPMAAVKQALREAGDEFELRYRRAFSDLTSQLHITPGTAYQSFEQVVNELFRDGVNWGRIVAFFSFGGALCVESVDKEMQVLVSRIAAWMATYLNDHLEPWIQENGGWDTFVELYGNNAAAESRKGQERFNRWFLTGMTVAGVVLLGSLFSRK
Mcl-1 Bim block: inhibitors of Bim-Mcl-1 interaction, human. Q07820. Bead-based flow cytometry, Bim peptide-Mcl-1 binding. inhibition, % at 10 µM. 190,000 compounds, 0.1% hits;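 note: 0% = no compound tracer wells and 100% = peptide blocker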
Bim-Bcl-2: inhibitors of Bim-Bcl-2 interaction, human. inhibition, % at 10 µM. 190,000 compounds, 0.06% hits. Bead-based flow cytometry, Bim peptide-Bcl-2 binding; in the data active = inhibition above about 40%; inconclusive = no clear call, values can overlap the other calls;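 note: 0% = no compound wells with probe peptide and 100% = reference peptide inhibitor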
The depositor's hits bear a star. Cut-off read from the data, not from the text of the source, unless noted: active = inhibition above about 40%.

`CCC(C)Nc1nc(OCC(F)(F)F)nc(OCC(F)(F)F)n1` (configuration not stated) gave Bcl-W Bim block -2, Mcl1-Bid inh -16, Mcl1 Noxa PPI 9, RGS4-Gao reg 99, RGS8-Gao 103, Bcl-B Bim block 0, Bfl-1 Bim block -1, RGS7-Gao 99, Bcl-XL Bim block 0, Mcl-1 Bim block -2 and Bim-Bcl-2 0.
Screening O=C(Cn1nnc2ccccc21)c1ccccc1 returned Bcl-W Bim block -1, Mcl1-Bid inh -12, Mcl1 Noxa PPI 5, RGS4-Gao reg 100, RGS8-Gao 105, Bcl-B Bim block -2, Bfl-1 Bim block -2, RGS7-Gao 103, Bcl-XL Bim block -2, Mcl-1 Bim block 0 and Bim-Bcl-2 -1.
COC(=O)c1ccc(C2C(Oc3ccccc3)C(=O)N2CCc2ccc(OC)c(OC)c2)cc1 (configuration not stated) was read as Bcl-W Bim block 0, Mcl1-Bid inh -10, Mcl1 Noxa PPI 15, RGS4-Gao reg 102, RGS8-Gao 101, Bcl-B Bim block 0, Bfl-1 Bim block -3, RGS7-Gao 102, Bcl-XL Bim block -1, Mcl-1 Bim block 0 and Bim-Bcl-2 0.
For Cc1ccc(-n2cc(CN3CCC(CO)(Cc4ccccc4)CC3)cn2)cc1 the results were Bcl-W Bim block -2, Mcl1-Bid inh 5, Mcl1 Noxa PPI -13, RGS4-Gao reg 112, RGS8-Gao 105, Bcl-B Bim block 0, Bfl-1 Bim block 2, RGS7-Gao 108, Bcl-XL Bim block 0, Mcl-1 Bim block -2 and Bim-Bcl-2 1.
CCc1ccc(OCC(=O)Nc2ncc3c(n2)CC(C)(C)CC3=O)cc1 was read as Bcl-W Bim block 0, Mcl1-Bid inh 6, Mcl1 Noxa PPI 7, RGS4-Gao reg 87, RGS8-Gao 93, Bcl-B Bim block -4, Bfl-1 Bim block -10, RGS7-Gao 98, Bcl-XL Bim block -3, Mcl-1 Bim block -1 and Bim-Bcl-2 -12.
`CCCc1nc2ccccc2c(C(=O)OCC(=O)NCc2ccco2)c1CC` gave Bcl-W Bim block 0, Mcl1-Bid inh 7, Mcl1 Noxa PPI 13, RGS4-Gao reg 99, RGS8-Gao 100, Bcl-B Bim block -6, Bfl-1 Bim block -15, RGS7-Gao 105, Bcl-XL Bim block -6, Mcl-1 Bim block -3 and Bim-Bcl-2 -7.
Screening COc1ccc(/C=C2/CCCC(C(=O)C(F)(F)F)=C2O)cc1OC returned Mcl1-Bid inh -3, Mcl1 Noxa PPI 15, RGS4-Gao reg 100, RGS8-Gao 100 and RGS7-Gao inconclusive.
For Cc1ccc(C)c(N=C2NC(=O)CS2)c1 the results were Bcl-W Bim block 0, Mcl1-Bid inh -23, Mcl1 Noxa PPI 22, RGS4-Gao reg 102, RGS8-Gao 97, Bcl-B Bim block -7, Bfl-1 Bim block -11, RGS7-Gao 100, Bcl-XL Bim block 0, Mcl-1 Bim block 0 and Bim-Bcl-2 -6.
For Cc1ccc(C(=O)c2ccc(N3CCN(C)CC3)c([N+](=O)[O-])c2)cc1 the results were Bcl-W Bim block -1, Mcl1-Bid inh -12, Mcl1 Noxa PPI 11, RGS4-Gao reg 108, RGS8-Gao 111, Bcl-B Bim block -7, Bfl-1 Bim block -1, RGS7-Gao 107, Bcl-XL Bim block -7, Mcl-1 Bim block -4 and Bim-Bcl-2 -5.
CCOCCCNC(=O)Cc1ccc(Br)cc1 was read as Bcl-W Bim block -2, Mcl1-Bid inh -24, Mcl1 Noxa PPI 4, RGS4-Gao reg 101, RGS8-Gao 104, Bcl-B Bim block -6, Bfl-1 Bim block -2, RGS7-Gao 102, Bcl-XL Bim block -3, Mcl-1 Bim block -5 and Bim-Bcl-2 -3.
Screening CCCCC(CC)C(=O)Nc1ccc(Cl)cn1 (configuration not stated) returned Bcl-W Bim block 0, Mcl1-Bid inh -6, Mcl1 Noxa PPI 14, RGS4-Gao reg 98, RGS8-Gao 101, Bcl-B Bim block -7, Bfl-1 Bim block -9, RGS7-Gao 102, Bcl-XL Bim block -2, Mcl-1 Bim block -1 and Bim-Bcl-2 -7.
`CCN(CC)C(=O)c1c[nH]c2ccc(S(=O)(=O)Nc3cc(C)cc(C)c3)cc2c1=O` gave Bcl-W Bim block -1, Mcl1-Bid inh 55*, Mcl1 Noxa PPI 23, RGS4-Gao reg 102, RGS8-Gao 103, Bcl-B Bim block -3, Bfl-1 Bim block -3, RGS7-Gao 101, Bcl-XL Bim block 0, Mcl-1 Bim block -2 and Bim-Bcl-2 -3.
For Cc1ccc(S(=O)(=O)N(C)CC(=O)OCC(=O)Nc2ccccc2)cc1 the results were Mcl1-Bid inh 7, Mcl1 Noxa PPI 6, RGS4-Gao reg 100, RGS8-Gao 100 and RGS7-Gao inconclusive.
Screening Cc1nc(SCC(=O)N2CCCc3ccccc32)c2oc3ccccc3c2n1 returned Bcl-W Bim block 0, Mcl1-Bid inh 2, Mcl1 Noxa PPI -17, RGS4-Gao reg 101, RGS8-Gao 102, Bcl-B Bim block -11, Bfl-1 Bim block -13, RGS7-Gao 99, Bcl-XL Bim block -1, Mcl-1 Bim block -2 and Bim-Bcl-2 -8.
For O=C(NC(Cc1ccccc1)c1nc2ccccc2[nH]1)c1cccc([N+](=O)[O-])c1 (configuration not stated) the results were Mcl1-Bid inh -42, Mcl1 Noxa PPI 32, RGS4-Gao reg 100, RGS8-Gao 104 and RGS7-Gao inconclusive.
`NC(=S)Nc1cccc2[nH]ccc12` gave Bcl-W Bim block -5, Mcl1-Bid inh -45, Mcl1 Noxa PPI 13, RGS4-Gao reg 99, RGS8-Gao 103, Bcl-B Bim block -5, Bfl-1 Bim block 0, RGS7-Gao 98, Bcl-XL Bim block -2, Mcl-1 Bim block 0 and Bim-Bcl-2 -1.
COc1ccc2c(c1OC)C(=O)N(c1ncn[nH]1)C2 was read as Bcl-W Bim block 2, Mcl1-Bid inh -11, Mcl1 Noxa PPI 5, RGS4-Gao reg 96, RGS8-Gao 98, Bcl-B Bim block 0, Bfl-1 Bim block 0, RGS7-Gao 98, Bcl-XL Bim block 2, Mcl-1 Bim block 0 and Bim-Bcl-2 6.
N#Cc1c(-c2cccs2)cc(-c2ccccn2)nc1N was read as Bcl-W Bim block 0, Mcl1-Bid inh 11, Mcl1 Noxa PPI 16, RGS4-Gao reg 99, RGS8-Gao 100, Bcl-B Bim block 0, Bfl-1 Bim block -7, RGS7-Gao 101, Bcl-XL Bim block 0, Mcl-1 Bim block -1 and Bim-Bcl-2 -1.
COC(=O)c1sccc1NC(=S)N1CCN(c2cccc(C)c2C)CC1 was read as Bcl-W Bim block -2, Mcl1-Bid inh -6, Mcl1 Noxa PPI -11, RGS4-Gao reg 101, RGS8-Gao 101, Bcl-B Bim block -5, Bfl-1 Bim block 0, RGS7-Gao 104, Bcl-XL Bim block -3, Mcl-1 Bim block -2 and Bim-Bcl-2 0.
`CC(=O)OC1COC(n2ccc3cc([N+](=O)[O-])ccc32)C(OC(C)=O)C1OC(C)=O` (configuration not stated) gave Bcl-W Bim block 3, Mcl1-Bid inh -2, Mcl1 Noxa PPI 4, RGS4-Gao reg 102, RGS8-Gao 101, Bcl-B Bim block 3, Bfl-1 Bim block 1, RGS7-Gao 104, Bcl-XL Bim block 8, Mcl-1 Bim block 5 and Bim-Bcl-2 16.
Screening CC(C)(C)c1ccc(-c2cnco2)cc1 returned Bcl-W Bim block 0, Mcl1-Bid inh -4, Mcl1 Noxa PPI 17, RGS4-Gao reg 108, RGS8-Gao 108, Bcl-B Bim block 0, Bfl-1 Bim block -1, RGS7-Gao 108, Bcl-XL Bim block -5, Mcl-1 Bim block 0 and Bim-Bcl-2 1.
`Cc1[nH]n(-c2ccccc2)c(=O)c1N=Nc1cccc(S(=O)(=O)N2CCOCC2)c1` gave Bcl-W Bim block -2, Mcl1-Bid inh 6, Mcl1 Noxa PPI 10, RGS4-Gao reg 110, RGS8-Gao 108, Bcl-B Bim block -6, Bfl-1 Bim block -1, RGS7-Gao 116, Bcl-XL Bim block -3, Mcl-1 Bim block -5 and Bim-Bcl-2 -5.
Screening Cc1cc(NS(=O)(=O)c2ccc(NC(=O)CCSc3ccc(F)cc3)cc2)nc(C)n1 returned Mcl1-Bid inh -5, Mcl1 Noxa PPI 17, RGS4-Gao reg 99, RGS8-Gao 102 and RGS7-Gao inconclusive.
For c1nc(NCCN2CCOCC2)c2sc3nc(N4CCOCC4)c4c(c3c2n1)CCC4 the results were Bcl-W Bim block 10, Mcl1-Bid inh -12, Mcl1 Noxa PPI 38, RGS4-Gao reg 98, RGS8-Gao 81, Bcl-B Bim block 10, Bfl-1 Bim block 8, RGS7-Gao 96, Bcl-XL Bim block 8, Mcl-1 Bim block 7 and Bim-Bcl-2 7.
O=C(NCc1cccnc1)c1ccc(-c2cc3ccccc3oc2=O)cc1 was read as Bcl-W Bim block -2, Mcl1-Bid inh -6, Mcl1 Noxa PPI 0, RGS4-Gao reg 100, RGS8-Gao 101, Bcl-B Bim block 2, Bfl-1 Bim block 4, RGS7-Gao inconclusive, Bcl-XL Bim block 0, Mcl-1 Bim block -2 and Bim-Bcl-2 0.
For COC(=O)c1c(NC(=O)C2CC=CCC2C(=O)O)sc(C(N)=O)c1C (configuration not stated) the results were Bcl-W Bim block 2, Mcl1-Bid inh -54, Mcl1 Noxa PPI 34, RGS4-Gao reg 84, RGS8-Gao 95, Bcl-B Bim block 3, Bfl-1 Bim block 5, RGS7-Gao 86, Bcl-XL Bim block -1, Mcl-1 Bim block 2 and Bim-Bcl-2 0.
For Cn1c(N)c(C(=O)c2ccc(Cl)cc2)c(=O)n(C)c1=O the results were Bcl-W Bim block -3, Mcl1-Bid inh -6, Mcl1 Noxa PPI 15, RGS4-Gao reg 101, RGS8-Gao 101, Bcl-B Bim block -1, Bfl-1 Bim block -1, RGS7-Gao 102, Bcl-XL Bim block -3, Mcl-1 Bim block -1 and Bim-Bcl-2 -2.

Structures listed so far that have a nitro group on carbon, in the order listed:
For Cc1ccc(C(=O)c2ccc(N3CCN(C)CC3)c([N+](=O)[O-])c2)cc1 the results were Bcl-W Bim block -1, Mcl1-Bid inh -12, Mcl1 Noxa PPI 11, RGS4-Gao reg 108, RGS8-Gao 111, Bcl-B Bim block -7, Bfl-1 Bim block -1, RGS7-Gao 107, Bcl-XL Bim block -7, Mcl-1 Bim block -4 and Bim-Bcl-2 -5.
For O=C(NC(Cc1ccccc1)c1nc2ccccc2[nH]1)c1cccc([N+](=O)[O-])c1 (configuration not stated) the results were Mcl1-Bid inh -42, Mcl1 Noxa PPI 32, RGS4-Gao reg 100, RGS8-Gao 104 and RGS7-Gao inconclusive.
`CC(=O)OC1COC(n2ccc3cc([N+](=O)[O-])ccc32)C(OC(C)=O)C1OC(C)=O` (configuration not stated) gave Bcl-W Bim block 3, Mcl1-Bid inh -2, Mcl1 Noxa PPI 4, RGS4-Gao reg 102, RGS8-Gao 101, Bcl-B Bim block 3, Bfl-1 Bim block 1, RGS7-Gao 104, Bcl-XL Bim block 8, Mcl-1 Bim block 5 and Bim-Bcl-2 16.

Screening results: PubChem, several laboratories

Not a hit list; about 2.7% have a hit in one of these screens.
